# UBC13 inh – UBC13 polyubiquitin chain formation inhibitors, primary screen, biochemical, TR-FRET, uHTS | inhibition, % at 20 µM | hit rate 0.47% among 330,000 | AID 485273, 2010; in the data active = inhibition above about 45%, passing the limit was not always enough; inconclusive = no clear call, values can overlap the other calls
# Target sequence (P61088 whole entry, looked up): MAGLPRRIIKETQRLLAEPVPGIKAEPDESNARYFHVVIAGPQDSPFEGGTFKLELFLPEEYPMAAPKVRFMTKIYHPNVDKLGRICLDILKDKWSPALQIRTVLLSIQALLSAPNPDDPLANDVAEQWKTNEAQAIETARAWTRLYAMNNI
# CCR6 antag – CCR6 receptor antagonists, primary screen, cell-based, CHO-K1, luminescence, beta-arrestin, uHTS. C-C chemokine receptor type 6 (Homo sapiens), P51684. CHO-K1 CCR6 PathHunter beta-arrestin, CCL20-stimulated. inhibition, % at 20 µM. hit rate 0.49% among 340,000;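 active = compounds whose inhibition of the agonist-driven luminescence signal at 20 µM reaches about 50%, limit read from the data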;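 note: cells stimulated with CCL20 at 14 nM final; plate controls were DMSO with CCL20 for no effect and DMSO without agonist for full effect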
# ATG4B inh – ATG4B protease inhibitors, primary screen, biochemical, fluorescence, uHTS. hit rate 0.51% among 340,000. inhibition, % at 8.33 µM. Cysteine protease ATG4B (Homo sapiens), Q9Y4P1. ATG4B cleavage of LC3-PLA2, NBD-HPC fluorescence, 1 h. AID 504462, 2011; in the data active = inhibition above about 40%
# APJ antag – antagonists of human apelin receptor APJ, primary screen, CHO-K1 cells, beta-arrestin complementation, luminescence. AID 2521, 2010. hit rate 0.32% among 330,000. P35414. inhibition, % at 20 µM;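 active = inhibition above about 40% at 20 µM, limit read from the data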;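 note: cells challenged with 10 nM apelin-13 agonist together with compound; plate controls were apelin-13 plus DMSO wells for no effect and DMSO wells lacking apelin-13 for full effect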
# APJ ag – agonists of human apelin receptor APJ, primary screen, CHO-K1 cells, PathHunter beta-arrestin, luminescence. 0% DMSO wells, 100% apelin. activation, % at 20 µM. hit rate 0.11% among 330,000. AID 2520, 2010;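 active = activation more than six SD over the plate average, tested at 20 µM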;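 note: 0% = DMSO alone and 100% = apelin-13 at 10 nM; some results filed as inactive read as strong as hits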
#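 Incubation: overnight seeding, 90 min compound at 25 °C, 1 h detection; test system: PathHunter CHO-K1 APJ (AGTRL-1) beta-arrestin reporter cells; amount: 1000 cells/well; doses: one dose, 20 µM compound, 1% DMSO; measured by: beta-gal luminescence; measure: agonist-driven arrestin binding to APJ; benchmarks: negative DMSO alone, positive Apelin-13 at 10 nM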
# CXCR6 inh – CXCR6 receptor inhibitors, primary screen, cell-based, beta-arrestin, luminescence, CHO-K1 PathHunter, 1536-well; C-X-C chemokine receptor type 6 (Homo sapiens), O00574; inhibition, % at 20 µM; hit rate 0.36% among 360,000; in the data active = inhibition above about 34%, passing the limit was not always enough;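 note: antagonist mode with CXCL16 agonist at 10 nM final; 0% = 10 nM CXCL16 with DMSO and 100% = unstimulated wells without agonist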
# Target sequence (O00574 whole entry, looked up): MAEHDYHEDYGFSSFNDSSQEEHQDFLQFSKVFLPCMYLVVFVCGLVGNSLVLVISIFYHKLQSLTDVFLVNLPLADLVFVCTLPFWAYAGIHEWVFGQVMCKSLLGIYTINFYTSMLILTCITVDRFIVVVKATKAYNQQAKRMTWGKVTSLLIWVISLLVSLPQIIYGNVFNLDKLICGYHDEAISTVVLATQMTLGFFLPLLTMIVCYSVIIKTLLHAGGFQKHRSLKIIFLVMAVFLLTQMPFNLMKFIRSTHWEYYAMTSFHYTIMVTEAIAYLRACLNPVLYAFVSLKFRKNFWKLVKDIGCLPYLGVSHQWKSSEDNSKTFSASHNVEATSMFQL
# Gli-Sufu antag – Gli-Sufu pathway antagonists, primary screen, luciferase luminescence, Sufu-KO-LIGHT cells, uHTS. hit rate 0.74% among 340,000. inhibition, % at 5 µM. Sufu-KO-LIGHT fibroblasts, Gli luciferase reporter luminescence;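 active = inhibition above about 55%, limit read from the data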;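 note: 0% = DMSO-treated cells and 100% = wells with medium but no cells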
# EBI2 block – EBI2 receptor antagonists, beta-arrestin recruitment, primary screen, cell-based, luminescence, 7a,25-OHC stimulation, uHTS; inhibition, % at 5 µM; hit rate 0.81% among 360,000; 7a,25-OHC stimulated; in the data active = inhibition above about 38%;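 note: enzyme fragment complementation signal reports receptor beta-arrestin coupling in cells; 0% = agonist plus DMSO wells and 100% = wells without agonist; some results beyond the cut were filed as inactive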
# Target sequence (P32249 whole entry, looked up, the tested form may be a part): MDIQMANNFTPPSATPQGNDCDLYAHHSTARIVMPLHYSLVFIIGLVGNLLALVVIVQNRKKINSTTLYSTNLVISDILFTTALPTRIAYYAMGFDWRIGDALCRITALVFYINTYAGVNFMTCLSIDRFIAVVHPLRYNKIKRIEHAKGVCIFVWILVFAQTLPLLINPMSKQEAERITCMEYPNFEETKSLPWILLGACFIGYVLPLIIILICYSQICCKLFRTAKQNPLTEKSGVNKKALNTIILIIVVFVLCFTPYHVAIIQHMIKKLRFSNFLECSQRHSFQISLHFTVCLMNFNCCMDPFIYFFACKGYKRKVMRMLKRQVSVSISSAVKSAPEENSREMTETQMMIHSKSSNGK
# Starred values were filed as active, the others as inactive; ? = inconclusive; · = not tested or not shown.
# Below each SMILES: UBC13 inh	CCR6 antag	ATG4B inh	APJ antag	APJ ag	CXCR6 inh	Gli-Sufu antag	EBI2 block
> CCOC(=O)c1cc(CC)sc1/N=C/C1=C(O)CC(C)(C)CC1=O
 : -3.7	12.6	5.5	7.9	-4.5	0.6	2.9	-5.4
> O=C(O)C1=C[C@H](c2ccc(C(F)(F)F)cc2)C[C@H](OCc2ccc(CO)cc2)O1
 : -13.4	-10.4	-1.3	9.9	-0.1	-9.8	-5.2	0.1
> c1cc(-c2noc(CCC3CCCC3)n2)ccn1
 : 3.0	3.4	-4.7	7.8	-0.2	-7.4	-23.8	-4.0
> COC(=O)CCC(=O)OC1(C)C(=O)C=C2C=C3CCCN3C=C2C1=O (centres undefined)
 : -41.8	-13.5	-5.0	-56.1	7.6	-1.1	31.4	-15.5
> O=C(CN(C(=O)c1csnn1)c1ccc(F)c(Cl)c1)NCc1ccccc1
 : 6.8	5.1	-1.4	17.7	-0.6	-2.0	-6.2	-5.3
> COc1cc(NC(=O)c2cccc(Cl)c2)ccc1NC(=O)c1cccs1
 : 10.4	0.9	-16.9	-7.9	-5.2	-5.1	10.8	3.8
> CCc1ccc(C(=O)Cn2ncc(Cl)c(Cl)c2=O)cc1
 : -4.5	0.7	9.5	5.5	2.3	10.3	-42.6	22.6
> COc1cc(C2c3c(n[nH]c3C)C(=O)N2c2ccc(C)cc2)ccc1O (centres undefined)
 : 7.8	-7.7	-1.1	1.0	-0.7	0.2	7.3	6.9
> COc1ccc(N2CC(C)Cn3c2nc2c3c(=O)n(CCc3ccccc3)c(=O)n2C)cc1 (centres undefined)
 : ·	6.0	6.7	·	·	6.9	-5.3	12.6
> CCOC(=O)C1CCN(C(=O)C2(NC(=O)Nc3ccc(F)cc3F)CCCCC2)CC1
 : 4.9	3.2	-8.0	19.7	-3.1	-2.3	0.6	-1.4
> COc1cccc(NC(=O)Cc2nnc(SCCOc3ccccc3)n2C)c1
 : 1.9	3.8	-12.1	7.6	-0.7	5.5	1.0	5.7
> Cn1ccnc1SCc1ccc(Cl)cc1Cl
 : -4.9	4.4	-12.7	13.9	1.5	-8.2	-7.5	13.0
> CCN1C(=O)[C@@H]2[C@@H](c3ccc(-c4ccc(F)cc4)cc3)N3CCC[C@@]3(C(=O)OC)[C@@H]2C1=O
 : 6.8	6.7	2.5	-5.2	5.7	-6.1	4.3	-9.4
> CC(C)(C)c1ccc(/C=C/C(=O)Nc2ccncc2)cc1
 : 15.4	-34.4	3.9	-87.5	11.3	-21.6	3.2	-3.2
> O=C(N/N=C/c1ccccc1F)c1ccccc1OCc1ccccc1
 : 8.9	17.6	21.8	9.7	-4.2	13.1	24.4	3.5
> CCOC(=O)C1=C(C)NC(SC)=NC1c1ccc(OC)cc1 (centres undefined)
 : 6.7	-3.3	2.6	13.9	-2.0	5.5	-0.1	7.1
> COCCNC(=O)Cn1cc(S(=O)(=O)N2CCN(c3ccccc3F)CC2)c2ccccc2c1=O
 : -1.5	5.0	-2.3	1.1	0.3	-3.1	7.5	13.1
> COc1ccc(NC(=O)CN2CCN(S(=O)(=O)c3ccc(Br)cc3)CC2)c(OC)c1
 : 8.7	8.7	-7.2	21.0	-1.4	-3.4	5.0	-4.9
> Nc1nc(Cl)nc2c1ncn2C1OCC(O)C(O)C1O (centres undefined)
 : ·	1.9	-0.7	·	·	0.4	0.9	-7.6
> COc1ccc(/C=C2\SC(=O)N(CC(=O)NNC(=O)c3ccccc3O)C2=O)cc1
 : -19.1	12.7	4.7	-6.2	-0.5	-2.8	-10.2	4.3
> Cc1ccc(C)c(N(CC(=O)NCCC2=CCCCC2)S(C)(=O)=O)c1
 : 16.8	19.8	0.5	13.7	-2.1	1.2	4.7	1.2
> NC(=O)c1ncn([C@@H]2O[C@H](CNCc3cccc4c3sc3ccccc34)[C@@H](O)[C@H]2O)n1
 : ·	1.7	-4.0	·	·	-8.4	-7.6	-3.0
> C#CC(=O)CCC1CCCN1C(=O)OC(C)(C)C (centres undefined)
 : -26.8	5.6	-2.3	-9.4	-0.3	-0.6	11.6	8.5
> COc1ccc(-n2c(-c3ccc(F)cc3)cnc2SCC(=O)NCc2ccco2)cc1
 : 1.9	13.5	-3.7	6.6	1.3	6.4	-13.7	11.3
> CCOc1ccccc1OCCC(=O)OCC(=O)Nc1c(C)cc(C)cc1C
 : 1.2	17.6	-5.9	15.7	-6.4	12.4	-4.4	-1.7
> N#C/C(=N\Nc1cccc(F)c1)C(=N)N1CCCCCC1
 : -2.6	13.5	-4.2	4.2	-3.3	4.7	-86.5	3.2
> CCOC(=O)CCCn1ncn2c(cc3occc32)c1=O
 : 5.2	2.0	-7.7	3.1	0.8	1.4	-15.6	-8.2
> CCOC(=O)Cc1c(C)c2c(O)cc(O)cc2oc1=O
 : ?	-2.5	10.7	-4.5	-3.9	-6.6	-10.3	-9.3
> Cc1nnc(SCC(=O)N(C)CC(=O)Nc2ccc(F)cc2)n1Cc1ccccc1
 : 16.9	5.8	-7.7	-11.0	2.7	-1.9	-18.2	-5.1
> COc1ccc(NCc2nnc(SCC(=O)Nc3ccc(OC)cc3OC)o2)cc1
 : -6.0	12.5	6.8	9.5	0.1	-5.8	-3.0	10.0

# Among those listed so far, five have an aryl thioether with sulfur outside any ring.
# Below each SMILES: UBC13 inh	CCR6 antag	ATG4B inh	APJ antag	APJ ag	CXCR6 inh	Gli-Sufu antag	EBI2 block
> COc1cccc(NC(=O)Cc2nnc(SCCOc3ccccc3)n2C)c1
 : 1.9	3.8	-12.1	7.6	-0.7	5.5	1.0	5.7
> Cn1ccnc1SCc1ccc(Cl)cc1Cl
 : -4.9	4.4	-12.7	13.9	1.5	-8.2	-7.5	13.0
> COc1ccc(-n2c(-c3ccc(F)cc3)cnc2SCC(=O)NCc2ccco2)cc1
 : 1.9	13.5	-3.7	6.6	1.3	6.4	-13.7	11.3
> Cc1nnc(SCC(=O)N(C)CC(=O)Nc2ccc(F)cc2)n1Cc1ccccc1
 : 16.9	5.8	-7.7	-11.0	2.7	-1.9	-18.2	-5.1
> COc1ccc(NCc2nnc(SCC(=O)Nc3ccc(OC)cc3OC)o2)cc1
 : -6.0	12.5	6.8	9.5	0.1	-5.8	-3.0	10.0

# (cont.)
# Below each SMILES: UBC13 inh	CCR6 antag	ATG4B inh	APJ antag	APJ ag	CXCR6 inh	Gli-Sufu antag	EBI2 block
> CCCCCCCNC(=O)c1ccc(N2CCC3(CC2)OCCO3)c([N+](=O)[O-])c1
 : -10.1	29.6	15.0	5.0	-2.3	2.9	7.1	12.8
> Cc1nc2ccc(Cl)cc2[nH]1
 : ·	-6.8	-33.2	·	·	1.1	-7.9	-6.5
> COc1ccc(N2CCN(C(=O)COC(=O)[C@@H](NC(=O)OCc3ccccc3)C(C)C)CC2)cc1
 : ·	7.7	-11.0	·	·	-3.4	5.7	6.2
> S=C(NCCCN1CCOCC1)Nc1cccc(Cl)c1
 : -7.7	9.0	3.3	4.4	0.3	1.2	32.2	-16.2
> Brc1ccc(-c2cn3c(n2)CCc2ccc4cccnc4c2-3)cc1
 : 15.3	8.4	-6.6	5.1	-0.9	2.6	17.6	25.0
> CCOC(=O)Nc1ccc2c(c1)C(=NO)c1ccccc1-2
 : ·	-0.3	31.9	·	·	-4.0	-51.6	-19.9
> CCCOC(=O)Nc1cc(OC)ccc1[N+](=O)[O-]
 : -4.0	8.3	-8.4	-1.0	-3.1	10.0	-10.0	13.2
> N#Cc1c(N)oc(-c2ccccc2)c1-c1ccccc1
 : -6.8	-23.1	4.2	-3.8	-3.7	-0.7	3.0	-12.1
> CN1CCC(N(C)C(=O)c2ccc(Cl)c(S(=O)(=O)Nc3cc(Cl)ccc3Cl)c2)CC1
 : 6.6	-1.2	-15.4	18.6	-2.2	0.8	8.0	4.3
> Cc1nn(C(C)C(=O)NC2C(=O)N3C(C(=O)O)=C(CSc4nnnn4C)CSC23)cc1Cl (centres undefined)
 : -6.9	-5.2	-10.9	5.9	-0.7	-0.4	1.2	1.1
> COc1ccc(CN(C)CC(=O)Nc2sc3c(c2C#N)CCC3)c(OC)c1
 : -15.0	-2.3	7.7	-6.4	-3.1	-3.1	18.2	7.8
> OCCn1c(-c2ccc(F)cc2)csc1=Nc1ccccc1
 : -6.2	-5.3	-2.9	13.4	-0.7	-6.3	-7.8	0.3
> O=C(NCC1CCCO1)c1onc(CSc2cccc(Cl)c2)c1C(=O)O (centres undefined)
 : -6.9	-2.2	5.6	4.1	-2.5	0.8	-9.2	-17.4
> Cc1ccc(S(=O)(=O)Nc2cc(C(=O)Nc3cc(C)cc(C)c3)ccc2Cl)cc1
 : -15.7	-7.6	1.9	2.2	-2.8	-5.4	4.6	-5.5
> CC(=O)Nc1ccc(S(=O)(=O)N[C@H](C(=O)O)C(C)C)cc1
 : 3.1	2.0	6.8	15.1	-2.6	5.8	-3.6	-2.6
> CC(C)Cc1cc(C(=O)N2CCC(N3CCC(C(=O)N4CCCC4)CC3)CC2)n[nH]1
 : -7.1	0.6	10.3	-2.6	-3.9	-0.1	15.9	-12.0
> CC(Sc1ncnc2c1cnn2-c1ccccc1)C(=O)NCC1CCCO1 (centres undefined)
 : -1.9	2.6	4.0	8.6	-4.4	-10.7	1.9	0.7
> CC1CN(C(=O)C2CCCN2S(=O)(=O)c2ccc(Cl)cc2)CC(C)O1 (centres undefined)
 : -3.1	6.2	1.2	17.3	-2.0	-0.1	-6.4	-9.4
> Nc1cc(=O)[nH]c(SCC(=O)Nc2ccc(Cl)c(Cl)c2)n1
 : 3.1	2.8	4.7	-2.5	-4.1	43.1*	0.8	0.9
> CC(=O)C1=C(C)NC(SCC(=O)c2ccc(Cl)cc2)=C(C#N)C1CC(C)C (centres undefined)
 : ?	6.1	-5.0	-1.7	2.4	-1.0	22.8	-6.9
> O=C(NC(=S)NCC1CCCO1)c1ccc([N+](=O)[O-])cc1 (centres undefined)
 : -2.4	11.0	15.4	-9.3	2.9	-9.4	4.6	-23.4
> CCCC(=O)NC(NC(=S)Nc1c(C)n(C)n(-c2ccccc2)c1=O)C(Cl)(Cl)Cl (centres undefined)
 : 1.0	-9.4	-5.0	14.6	-1.3	1.8	1.6	11.4
> COc1ccc(CNC(=S)NCc2ccc(F)cc2)cc1
 : 3.1	6.8	11.6	10.3	-0.4	2.7	-0.4	1.8
> CCc1ccnc(NS(=O)(=O)c2ccc3c(c2)OCCO3)c1
 : -5.5	-1.6	-9.7	-15.2	2.1	4.8	-3.6	-19.4
> Cc1cccc(C(=O)Nc2ccccc2N2CCN(c3ccc(F)cc3)CC2)c1
 : -6.4	18.8	16.6	3.4	-5.4	17.6	15.9	5.2
> Cc1n[nH]c(=O)c2c(NC(=O)CSc3nnnn3-c3ccc(O)cc3)oc(C)c12
 : -7.7	0.4	2.9	12.1	-13.3	-8.9	-3.9	-1.4
> CC(=O)c1ccc(NC(=O)C(C)N(C)CC(=O)Nc2cccc(F)c2)cc1 (centres undefined)
 : 12.2	2.1	-3.2	8.5	-1.6	-9.5	0.3	-5.0
> Cc1cc(C)c(N2C(=O)CCCC2=O)c(Cl)c1
 : 3.6	-5.8	2.7	-11.3	0.0	4.3	-0.5	-7.5

# Screening data (PubChem BioAssay)
